# Screens from PubChem.
# GAA glycogen = inhibitors or activators of human alpha-glucosidase glycogen cleavage. recombinant GAA, glycogen substrate, Amplex Red glucose oxidase fluorescence. hit rate 0.38% among 300,000. P10253. Potency, µM (top dose mostly 76.4 µM), inactives show at the top dose activity change, negative = inhibition, usual class: inhibitors;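 further: 0% = full enzyme reaction and -100% = no-enzyme basal signal; the screen sought inhibitors and activators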
#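 qHTS, 1536-well; enzyme 4 nM final; cpd up to 77 uM; substrate bovine liver glycogen 30 ug; 50 mM citrate/phosphate pH 5.0, 0.01% Tween-20; 37 C, 40 min; Amplex Red detection 45 min RT; Hill fit → AC50.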
# HTT cytoprotect = cytoprotection in Huntington HTT-Q103 PC12 cell model | AID 1471 | Potency, µM (highest dose often 56.4 µM), without a hit: cytoprotection (ATP increase), actives largely listed as activators | hit rate 0.14% among 230,000 | PC12 HTT-Q103 induced, cytoprotection, ATP luminescence, 40 h;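 further: % of control where 0% means no effect; nearly all actives have a fitted effect of over 45% in size; toxic huntingtin expression switched on by the ecdysone agonist tebufenozide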
#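 Readout: ATPlite luminescence (ATP level). Model: stable PC12, inducible Htt exon1 Q103-GFP. Inducer: tebufenozide, 100 nM final. Compounds: dose series. No G418 in medium.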
# GAA inhib = alpha-glucosidase (human) inhibition. P10253. purified human GAA, 4-MU-alpha-glucoside fluorescence. Potency, µM (top dose mostly 76.9 µM), for inactives: top-dose activity change, negative = inhibition, most hits filed as inhibitors. hit rate 0.005% among 200,000. AID 1466;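 further: plate controls were uninhibited enzyme wells for no effect and no-enzyme background for full effect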
#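 Human enzyme at 4 nM with 400 uM 4-methylumbelliferyl-alpha-D-pyranoside, citrate/phosphate buffer pH 5.0, 0.005% Tween-20, 20 min at room temperature. Compounds up to 77 uM. 4-MU fluorescence (Ex 365/Em 440) read after NaOH/glycine stop; AC50 from Hill fit.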
# aGlu spleen mod = lysosomal alpha-glucosidase (human) modulation; P10253; human spleen homogenate, 4-MU-alpha-glucoside fluorescence; Potency, µM (doses to about 79.9 µM), for inactives: at the top dose activity change, negative = inhibition, hits mostly inhibitors; hit rate 0.006% among 240,000; AID 2112;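 further: 0% = enzyme with vehicle and -100% = no enzyme basal signal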
#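 Human spleen homogenate (1 ug) incubated with compounds and 1 mM 4-methylumbelliferyl-alpha-D-glucopyranoside in pH 5.0 citrate/phosphate buffer, 37 C, 40 min. Stopped at pH 10; 4-MU fluorescence (Ex 365/Em 440 nm); AC50 by Hill fit.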
# aGal spleen mod = inhibitors or activators of human alpha-galactosidase in spleen homogenate | hit rate 0.008% among 240,000 | human spleen homogenate, 4MU-alpha-Gal fluorescence, 40 min | P06280 | Potency, µM (doses to about 80 µM), inactives show top-dose activity change, negative = inhibition, most hits filed as inhibitors;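 further: 0% = enzyme with vehicle and -100% = no enzyme basal signal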
# Target sequence (P06280 32-429 limits assumed): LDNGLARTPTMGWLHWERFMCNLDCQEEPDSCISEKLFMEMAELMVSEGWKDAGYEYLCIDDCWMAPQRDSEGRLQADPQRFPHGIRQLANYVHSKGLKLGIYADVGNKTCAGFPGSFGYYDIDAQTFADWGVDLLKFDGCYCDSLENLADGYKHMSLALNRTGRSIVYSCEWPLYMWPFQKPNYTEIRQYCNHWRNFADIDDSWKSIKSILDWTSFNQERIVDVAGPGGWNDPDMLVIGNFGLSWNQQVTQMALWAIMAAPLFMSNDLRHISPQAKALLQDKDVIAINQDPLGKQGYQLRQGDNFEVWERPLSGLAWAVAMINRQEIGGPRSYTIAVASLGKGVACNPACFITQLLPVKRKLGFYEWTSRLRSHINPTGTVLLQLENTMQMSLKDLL
#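 Spleen homogenate 1 ug + cpd (titration) + 4-MU-alpha-D-galactopyranoside 1 mM; 37C 40 min; 50 mM citrate/phosphate pH 5.0, 0.01% Tween-20; stop pH 10; fluorescence 365/440; AC50 via Hill.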
# Tau ThT inhib = inhibitors of human tau fibril formation, thioflavin T binding; P10636; recombinant tau K18 P301L, heparin-induced fibrillization, ThT fluorescence; Potency, µM (doses to about 57.4 µM), inactives show at the top dose activity, negative = inhibition, most hits filed as inhibitors; hit rate 2.1% among 270,000; further: on the % scale 0 is the no-effect control and ±100 the full control effect; nearly all actives have a fitted effect of over 55% in size
# Target sequence (P10636 561-689 P618L limits assumed): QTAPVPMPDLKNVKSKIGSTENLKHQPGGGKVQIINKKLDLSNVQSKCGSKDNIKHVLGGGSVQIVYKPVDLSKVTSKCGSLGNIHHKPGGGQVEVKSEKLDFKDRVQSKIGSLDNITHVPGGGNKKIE
#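 Recombinant human tau K18 fragment […] carrying P301L, 15 uM unlabeled plus 0.24 uM Alexa 594-labeled, was fibrillized with 20 uM heparin in 100 mM sodium acetate pH 7 for 6 hr at 37 C; 30 uM ThT fluorescence read after 1 hr.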
# Tau fluor counter = counter-screen for tau fibril formation inhibitors. tau K18 P301L (four-repeat tau fragment) Alexa594 fluorescence, heparin fibrillization. hit rate 0.93% among 280,000. Potency, µM (doses to about 57.7 µM), inactives show at the top dose activity change, negative = decrease; further: on the % scale 0 is the no-effect control and ±100 the full control effect; nearly all actives have a fitted effect of over 55% in size
#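 Human K18 P301L tau (15 uM unlabeled plus 0.24 uM Alexa 594-labeled, final) in 100 mM sodium acetate pH 7 was mixed with compound and 20 uM heparin and incubated 6 hr at 37 C.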
# Tau FP inhib = blocks human tau fibril formation measured by polarization; P10636; K18 P301L tau heparin fibrillization, Alexa594 FP, 6 h; Potency, µM (highest dose often 57.7 µM), inactives show at the highest dose activity, negative = inhibition, hits mostly inhibitors; hit rate 0.39% among 280,000; AID 1468; further: on the % scale 0 is the no-effect control and ±100 the full control effect; nearly all actives have a fitted effect of over 55% in size
#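 Recombinant K18 P301L […], labeled with Alexa 594 at 0.24 uM over 15 uM unlabeled; heparin inducer 20 uM final; 37 C, 6 hr; FP endpoint.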
# The depositor's hits bear a star; ? = inconclusive; nt = not tested or not shown; [ ] = another dose, or the depositor's remark. The call rests on the fitted dose curve; in most records, active means well fitted curve in the direction sought with a large enough effect; inconclusive means small, poorly fitted or top-dose-only effect, or another doubt; inactive means no such curve, though single readings can be large; an effect the other way counts as inactive or inconclusive. Potency means the concentration at half of the fitted maximal effect.
# Preview:
SMILES,GAA glycogen,HTT cytoprotect,GAA inhib,aGlu spleen mod,aGal spleen mod,Tau ThT inhib,Tau fluor counter,Tau FP inhib
CCN(CC)c1ccc(C2CC(=O)Nc3cc(OC)c(OC)cc32)cc1 (stereo not drawn),-3%,-4%,?,-11%,-7%,-5%,-17%,7%
N#Cc1ccc(/C=N/NC(=O)c2ccccc2F)cc1,14%,-14%[10 µM],-6%,-9%,-3%,-4%,1%,0%
COc1ccc(OC)c2c(C)cc(N3CCN(C(=O)c4ccc(C)cc4)CC3)nc12,4%,-51%[inhibitor],-12%,1%,-4%,?,-9%,3%

# The whole of this part, repeating the preview:
SMILES,GAA glycogen,HTT cytoprotect,GAA inhib,aGlu spleen mod,aGal spleen mod,Tau ThT inhib,Tau fluor counter,Tau FP inhib
CCN(CC)c1ccc(C2CC(=O)Nc3cc(OC)c(OC)cc32)cc1 (stereo not drawn),-3%,-4%,?,-11%,-7%,-5%,-17%,7%
N#Cc1ccc(/C=N/NC(=O)c2ccccc2F)cc1,14%,-14%[10 µM],-6%,-9%,-3%,-4%,1%,0%
COc1ccc(OC)c2c(C)cc(N3CCN(C(=O)c4ccc(C)cc4)CC3)nc12,4%,-51%[inhibitor],-12%,1%,-4%,?,-9%,3%
O=C(CCCCCn1c(=O)c2sccc2n(CC(=O)Nc2ccccc2F)c1=O)NCc1ccc2c(c1)OCO2,17%[76.3 µM],nt,nt,nt,nt,3%,-21%,-3%
c1ccc2c(c1)N1CCN=C1N2CCN1CCCCC1,11%,0%,-8%,0%,7%,-8%,-1%,3%
CCOC(=O)CCCC(=O)N1CCOCCOCCOCC1,-9%,24%[10 µM],nt,2%,-1%,-2%,-3%,8%
COc1cc2ccccc2cc1C(=O)NC(=S)Nc1nnn(C)n1,10%,0%[10 µM],-4%,-4%,-6%,2%,2%,-15%
COc1ccc(N2C(=O)C(Cc3ccccc3)NC2=S)cc1 (stereo not drawn),-4%,-24%,4%,-13%,-1%,-6%,-6%,-8%
CCc1ccc(C(=O)COC(=O)CNC(=O)c2ccco2)cc1,-8%,-3%,-2%,-1%,-1%,-4%,-1%,2%
Cc1ccccc1-c1nnc(SCC(=O)N2CCCc3ccccc32)o1,6%[76.3 µM],nt,nt,nt,nt,-17%,-14%,-1%
Cc1oc(-c2ccccc2)nc1C(=O)O,12%,-21%[10 µM],4%,5%,-12%,-4%,-8%,-3%
COc1ccccc1Oc1ncnc2c1cnn2-c1ccccc1,-1%,nt,-4%,1%,-4%,?,-17%,-3%
O=C(CSc1nc2ccccc2c(=O)n1CCCN1CCOCC1)N1CCN(c2ccccc2)CC1,8%,-25%,2%,0%,2%,-9%,-3%,3%
COc1ccc(-c2noc(-c3ccc(N4CCN(c5ccc(OC)cc5)CC4)c([N+](=O)[O-])c3)n2)cc1,13%[76.3 µM],nt,nt,nt,nt,2%,-8%,3%
CC12CCC(=O)N1C(C(=O)OCC(=O)Nc1ccc(S(N)(=O)=O)cc1)CS2 (stereo not drawn),11%,25%[10 µM],-7%,2%,4%,-2%,3%,1%
N/C(=N\c1nc2c(c(=O)[nH]1)CCC2)Nc1ccccc1C(F)(F)F,-1%,-12%,6%,3%,-1%,-8%,-3%,-5%
CCCC(=O)Nc1cc(C)c(NC(=O)Cc2ccccc2)cn1,-2%,-32%,-3%,11%,3%,0%,-9%,-7%
COc1cc(OC)cc(-c2ncc3ccccn23)c1,-1%,-11%[10 µM],5%,4%,-14%,?,-21%,9%
COCCNC(=S)N1CCC(NC(=O)C23CC4CC(CC(C4)C2)C3)CC1,3%,-40%[inhibitor],2%,6%,-2%,-10%,-13%,-1%
COc1ccc(/C=C2/SC(=S)N(n3c(C)ccc3C)C2=O)cc1,-3%,27%,6%,3%,-6%,7%,7%,6%
COc1cc(/C=N/Nc2nc(Nc3ccccc3)nc(N3CCOCC3)n2)ccc1OC(=O)c1ccco1,-9%,-87%[inhibitor],-7%,-1%,0%,-13%,?,?
O=C(Nc1ccc(CN2CCS(=O)(=O)CC2)cc1)c1ccccc1,1%,17%[10 µM],nt,-3%,-1%,nt,14%,0%
Cc1cc(C(=O)NN=C(Cc2ccccc2)Cc2ccccc2)c(C)o1,0%,-7%[10 µM],6%,4%,-1%,-6%,-1%,1%
CCOc1ccc2nc(NC(=O)C3=NNC(=O)CC3)sc2c1,3%,-42%[inhibitor],-6%,5%,-1%,?,-5%,7%
Nc1c(NC2CCCCC2)c2ccccc2oc1=O,?,-14%,0%,-9%,-24%,-24%,-20%,-1%
COc1ccc(-c2cc(C3CCN(c4ccc(C(C)=O)cc4[N+](=O)[O-])CC3)[nH]n2)cc1,-2%,-108%[inhibitor],-11%,-14%,28%,3.5µM*,?,-6%
Cc1nc([N+](=O)[O-])c(SCC(N)=O)n1Cc1ccccc1,-2%,22%[10 µM],13%,2%,2%,-11%,-6%,3%
C/C(=N\Nc1ccc(S(N)(=O)=O)cc1[N+](=O)[O-])c1ccccc1O,1%,23%[10 µM],nt,-5%,3%,?,-16%,2%
CCN(CC)S(=O)(=O)c1ccc(OC)c(NC(=O)/C=C/c2ccco2)c1,5%,35%[10 µM],nt,-2%,-2%,?,-16%,?
COC(=O)C(NC(=O)c1ccco1)(Nc1cc(C)ccn1)C(F)(F)F (stereo not drawn),0%,-1%[10 µM],7%,-3%,0%,-10%,-2%,-5%
CC(C)Oc1ccc(C(=O)N(CN2CCCC2=O)c2ccc(F)cc2)cc1,3%,9%[10 µM],-3%,1%,6%,-5%,-12%,-15%
CC1(c2nnc(Cc3ccccc3)o2)CC(c2cccc(Cl)c2)=NO1 (stereo not drawn),3%,15%[10 µM],nt,-13%,3%,-10%,-17%,2%
COc1ccc(-n2c(C)cc(C(=O)CN3C(=O)C(=O)N(Cc4ccccc4)C3=O)c2C)cc1,-10%,-66%[inhibitor][10 µM],9%,-2%,-1%,-2%,-8%,-2%
CCOC(=O)/C=C/C(=O)OCC(=O)Nc1cccc(Br)c1,13%,-25%,-6%,1%,2%,?,-3%,0%
CN(C)/C=C(\C#N)C(=O)Nc1ccc(F)cc1,4%,5%,-1%,-6%,-1%,-10%,-7%,-2%
COc1ccc(N2C(=O)C3CCCN3C2c2ccc(F)cc2)cc1Cl (stereo not drawn),-3%,19%[10 µM],-4%,-9%,-7%,0%,-5%,-1%
COc1ccc(CCNC(=O)COC(=O)C23CC4CC(CC(C4)C2)C3)cc1,-9%,0%[10 µM],0%,2%,8%,-11%,-12%,7%
Cc1ccc(OCC(=O)Nc2ccc(N3CCCC3)cc2)cc1C,-14%,-6%[10 µM],-5%,-4%,-2%,?,-26%,9%
CC(C(=O)N1CCCc2ccccc21)N1CCN(c2ccccn2)CC1 (stereo not drawn),-13%,-10%,0%,-6%,3%,-7%,-5%,-2%
Cc1ccc(C(=O)N/C(=C\c2cccs2)C(=O)NCCc2ccccn2)cc1C,8%,-66%[inhibitor],-6%,-17%,-9%,-3%,-6%,-11%
Cc1noc(NS(=O)(=O)c2ccc(N/C=C\C(=O)c3cccs3)cc2)c1C,-13%,nt,-1%,-17%,-18%,?,-12%,1%
O=c1[nH]c(=O)n(C2CCCO2)cc1Br (stereo not drawn),3%,9%,-5%,1%,-1%,-2%,3%,1%
CCOc1ccccc1NC(=O)C(OC(=O)c1ccccc1O)c1ccccc1 (stereo not drawn),-3%,-11%[10 µM],?,1%,-18%,-6%,-21%,-3%
c1ccc2cc3[nH]c(CN4CCCCC4)nc3cc2c1,5%,-13%,-4%,3%,3%,-12%,-7%,7%
CC(=O)Nc1ccc(OC(=O)COc2ccc(Br)cc2)cc1,0%,nt,-3%,-1%,-2%,-15%,1%,-1%
Cc1ccccc1NC(=O)CC1(c2ccc(N(C)C)cc2)C(=O)c2ccccc2C1=O,-8%,-22%,2%,-8%,2%,-3%,-13%,-10%
CC(=O)Nc1ccc(S(=O)(=O)NC(CC(=O)N(C)Cc2ccccc2)C(C)C)cc1 (stereo not drawn),2%,7%,-7%,-14%,-5%,-6%,-4%,1%
CCN(C(=O)CSc1nnc(Cn2nnc3ccccc32)o1)c1nc(C)cs1,-3%,26%[10 µM],2%,2%,7%,-7%,5%,6%
COC(=O)CSc1nnc(-c2ccc(S(=O)(=O)N3CCCC3)cc2)n1C,0%,-18%,-3%,7%,17%,-6%,2%,4%
COCC(=O)Nc1ccc2nc3n(c(=O)c2c1)CCCCC3,5%,14%[10 µM],nt,4%,2%,-1%,0%,2%

# Later entries.
SMILES,GAA glycogen,HTT cytoprotect,GAA inhib,aGlu spleen mod,aGal spleen mod,Tau ThT inhib,Tau fluor counter,Tau FP inhib
CCOC(=O)c1ccc(-c2ccc(/C=C(\C#N)C(=O)Nc3ccc(C)cc3OC)o2)cc1,-4%[76.3 µM],nt,nt,nt,nt,?,-4%,3%
COc1ccccc1NC(=S)Nc1cccc2cnccc12,-2%,32%[10 µM],5%,11%,4%,?,-12%,?
CCn1c(SC(C)C)nnc1-c1cc(-c2ccccc2)sc1N,?,27%[10 µM],-2%,-9%,-5%,13µM*,?,-11%
Cc1ccc(N(CCC(=O)O)S(=O)(=O)c2ccc(C)cc2)cc1,10%,nt,-3%,-10%,5%,1%,-1%,-5%
O=C(Nc1cc(C(F)(F)F)ccc1F)C1CCC1,3%,6%,-1%,1%,4%,6%,8%,4%
Cc1[nH]c2ccc(C(=O)N3CCCCC3)cc2c1C,4%,-44%[inhibitor],-10%,7%,-1%,-9%,-10%,-10%
COc1ccc(OCCOCCN2CCOCC2)cc1,4%,18%,1%,0%,5%,-13%,-7%,-1%
CN(C)C(=O)c1coc2nc3ccccc3nc12,1%,13%[10 µM],nt,19%,?,-16%,-17%,-9%
Cn1c(=O)c(C=Nc2ccccc2)c(O)c2ccccc21,11%,10%[10 µM],-1%,-2%,-1%,?,-23%,?
CCC1CN(C(=O)Nc2ccc(C)c(F)c2)c2ccccc2S1 (stereo not drawn),15%[76.3 µM],nt,nt,nt,nt,-1%,-1%,?
Nc1ccccc1Sc1cc(Cl)nnc1Cl,3%,3%[10 µM],4%,0%,1%,8%,5%,4%
